TDP1 cell noCPT = qHTS for Inhibitors of human tyrosyl-DNA phosphodiesterase 1 (TDP1): qHTS in cells in absence of CPT; DT40 Tdp1-/- hTDP1 cells, no CPT, ATP luminescence, 48 h; Potency, µM (top dose mostly 46.2 µM), for inactives: top-dose activity change, negative = growth inhibition, actives largely listed as inhibitors; 15% of 420,000 active; AID 686978, 2013; also: nearly all actives have a fitted effect of over 55% in size
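No-CPT arm: Tdp1-/-;hTDP1 DT40 cells (400/well) plus compounds, incubated ≥48 hr at 37 °C. Readout CellTiter-Glo luminescence.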
TDP1 inh = qHTS Assay for Inhibitors of Tyrosyl-DNA Phosphodiesterase (TDP1); 0.28% of 350,000 active; AID 485290, 2010; Potency, µM (top dose mostly 130 µM), inactives show top-dose activity change, negative = inhibition, most hits filed as inhibitors; recombinant TDP1, AlphaScreen DNA substrate cleavage; also: nearly all actives have a fitted effect of over 40% in size
Target sequence (Q9NUW8 whole entry, looked up): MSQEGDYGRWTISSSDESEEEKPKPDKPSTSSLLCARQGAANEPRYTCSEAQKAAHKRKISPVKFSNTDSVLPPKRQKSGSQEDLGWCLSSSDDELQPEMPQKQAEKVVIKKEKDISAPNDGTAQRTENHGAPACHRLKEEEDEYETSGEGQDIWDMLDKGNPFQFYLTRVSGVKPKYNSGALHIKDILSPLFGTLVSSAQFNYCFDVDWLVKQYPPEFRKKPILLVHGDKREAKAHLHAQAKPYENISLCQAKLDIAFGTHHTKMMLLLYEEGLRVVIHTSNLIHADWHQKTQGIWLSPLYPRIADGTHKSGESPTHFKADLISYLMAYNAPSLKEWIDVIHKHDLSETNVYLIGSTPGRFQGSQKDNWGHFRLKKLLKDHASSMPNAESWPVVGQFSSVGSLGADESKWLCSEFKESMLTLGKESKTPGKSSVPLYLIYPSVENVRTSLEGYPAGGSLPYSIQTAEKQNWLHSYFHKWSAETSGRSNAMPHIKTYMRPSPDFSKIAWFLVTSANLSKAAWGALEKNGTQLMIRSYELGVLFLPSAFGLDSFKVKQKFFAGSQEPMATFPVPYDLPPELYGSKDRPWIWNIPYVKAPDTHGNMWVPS
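Enzyme-compound mixtures sat 15 min at room temperature, followed by a 5 min reaction with 15 nM final substrate and 10 min with AlphaScreen beads. Recombinant human Tdp1 was used at 1 nM final.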
DT40 TDP1 CPT = qHTS for Inhibitors of human tyrosyl-DNA phosphodiesterase 1 (TDP1): qHTS in cells in presence of CPT | chicken DT40 Tdp1-/-;hTDP1 cells + 20 nM CPT, ATP luminescence, 48 h | Potency, µM (titrated, usually from 46.2 µM), for inactives: at the top dose activity change, negative = growth inhibition, usual class: inhibitors | 12% of 420,000 active; also: nearly all actives have a fitted effect of over 55% in size
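Cell growth measured by CellTiter-Glo luminescence after a minimum 48 h, 37 C compound exposure with 20 nM CPT in Tdp1-knockout DT40 cells stably expressing hTDP1, seeded 400/well; qHTS titration format.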
An asterisk follows results filed as active; ? = inconclusive; . = not tested or not shown; & = joins results of further samples; [ ] = dose if it differs, or a comment. Calls follow the shape of the dose curve; as a rule, active = well fitted curve in the direction sought with a large enough effect; inconclusive = small, poorly fitted or top-dose-only effect, or another doubt; inactive = no such curve, though single readings can be large; an effect the other way counts as inactive or inconclusive. % is scaled to controls: 0 for no effect and ±100 for the full control effect; potency is read from the fitted curve at half-maximal effect. An unsorted share of the library. About 18% of those tested had a hit in this group.

SMILES	TDP1 cell noCPT	TDP1 inh	DT40 TDP1 CPT
OC[C@@H]1[C@@H](c2ccc(F)cc2)C(c2ccccc2)=NN1c1ccccc1	?	-19.6%[56.1 µM]	?
COC[C@@H]1CCCN1c1ccc2c(c1)O[C@H](COCc1ccccc1)CN([C@H](C)c1ccccc1)S2(=O)=O	20.6µM*	.	?
O=c1oc2cc(O)ccc2cc1-c1nc(-c2ccc(Cl)c(Cl)c2)cs1	-7.0%	-10.3%	0.3%
Nc1nonc1-c1nc2ccccc2n1Cc1ccc(Cl)cc1	-18.1%	2.0%	9.6%
CCN(CCn1cccn1)C(=O)CC1C(=O)NCCN1Cc1cccc(OC)c1OC (centres undefined)	-27.0%	5.1%	-10.2%
O=C(Nc1ccc(O)cc1)c1ccc(C(=O)c2ccccc2)o1	20µM*	6.6%	25.1µM*
CCOc1ccc(NC(=O)CN2C(=O)COc3ccc(S(=O)(=O)NC4CCCC4)cc32)cc1	?	-3.7%	?
C=CCn1c(Cn2c(-c3cnccn3)nc3ccccc32)nc2ccccc21	?	.	-19.6%
CCC(=O)N1CCc2cc(Br)c(S(=O)(=O)CCC(=O)NCCOC)cc21	-7.3%	.	0.6%
CCN(CC)c1ccc(-n2c(C)c(C(C)=O)c(C(C)=O)c2C)cc1	10.3µM*	4.2%	23.1µM*
CCC(C)(C)c1ccc(OCC(=O)N(C)C)c(C(C)(C)CC)c1	18.4µM*	0.0%	?
COc1cc(/C=C(/NC(C)=O)C(=O)O)cc(Cl)c1OCc1ccc(Br)cc1	-5.1%	.	16.3%
Cc1cc(C(C)(C)C)cc(C)c1S(=O)(=O)N1CC(=O)Nc2ccccc21	-29.7%	.	?
CC(=O)Nc1nnc(SCc2ccccc2F)s1	-17.6%	0.0%	6.0%
COc1ccccc1CNC(=O)c1cccn1-c1nnc(N2CCCCC2)s1	-29.0%	2.6%	-29.9%

Compounds above containing bromine, in the order listed:
SMILES	TDP1 cell noCPT	TDP1 inh	DT40 TDP1 CPT
CCC(=O)N1CCc2cc(Br)c(S(=O)(=O)CCC(=O)NCCOC)cc21	-7.3%	.	0.6%
COc1cc(/C=C(/NC(C)=O)C(=O)O)cc(Cl)c1OCc1ccc(Br)cc1	-5.1%	.	16.3%

(further entries)
SMILES	TDP1 cell noCPT	TDP1 inh	DT40 TDP1 CPT
CCOC(=O)c1c(C)n(C)c2ccc(OCC(O)Cn3nc(C)c(Br)c3C)cc12 (centres undefined)	18.4µM*	3.2%	20.6µM*
Cc1cc2cc(CCNC(=O)c3ccc(S(=O)(=O)N4CCOCC4)cc3)c(=O)[nH]c2cc1C	18.4µM*	5.4%	16.4µM*
Nn1c(SCC(=O)Nc2c(F)cc(F)cc2Br)nnc1C1CCCCC1	-6.0%	2.7%	-1.1%
CCCOc1ccc(CCC(=O)N/N=C/c2ccncc2)cc1	?	2.8%	25.9µM*
COc1ccc(-c2c(-c3ccc(S(C)(=O)=O)cc3)sc3ccc(OC)cc23)cc1	13µM*	-0.3%	?
Cc1ccc(-c2nnc(NCc3ccccc3)c3ccccc23)cc1	?	-5.3%	?
COc1ccc(NC(=S)N(CCCN2CCCCC2)Cc2cccs2)cc1	?	0.0%	1.1%
CCCc1ccc(OCCNC(=O)C2CCCCC2)cc1	-14.6%	-3.7%	-13.7%
C=CC[C@H](CC(=O)N(CCO)Cc1ccccc1)C(=O)N[C@H](COC(=O)[C@@H](CC=C)CC(=O)OC(C)(C)C)Cc1ccccc1	13µM*	-0.2%	14.6µM*
Fc1ccc(NC(=S)NCc2ccccn2)cc1	-11.1%	6.2%	-5.0%
CCOc1ccc(-c2nnc3sc(COc4ccc(Cl)cc4)nn23)cc1	?	3.1%	-29.2%
COc1ccc(N2CCN(c3ccc(N4C(=O)COCC4=O)cc3[N+](=O)[O-])CC2)cc1	9.2µM*	-3.4%	?
NCCSC1CC(=O)N(c2ccc(F)cc2)C1=O (centres undefined)	7.1%	12.5%	20.2%
COc1ccc(C(=O)N2CCC(C)(C(=O)O)C2)c(OC)c1 (centres undefined)	1.1%	.	-3.2%
CCn1cc(C(=O)NCc2ccc(Cl)cc2)c(=O)c2cc(S(=O)(=O)N3CCc4ccccc4C3)ccc21	?	-2.3%	-15.8%
CC[C@]12c3[nH]c4ccc(OC)cc4c3CCN1C(=O)C(CC(=O)NC/C=C(\C)CCC=C(C)C)C[C@@H]2C(=O)N1CCN(C(=O)C2CC2)CC1 (some centres undefined)	?	-0.3%[56.1 µM]	?
Cc1cccc(CN2C(=O)N/C(=C/c3cc(C)n(-c4ccccn4)c3C)C2=O)c1	?	2.9%	?
COc1cccc(C(=O)NC2CC3CCCC(C2)N3Cc2ccc(F)cc2)c1 (centres undefined)	?	.	-17.8%
CCN(c1ccccc1)S(=O)(=O)c1cc(NC(=O)CN2CCN(C)CC2)ccc1Cl	?	-9.0%	?
Cc1cc2cc(C(c3nnnn3Cc3ccco3)N3CCCCC3)c(=O)[nH]c2cc1C (centres undefined)	-19.7%	-2.3%	-18.6%
Cc1ccc(NC(=O)CSc2nc3nn(-c4ccccc4)c(=O)c-3c3n2CCCCC3)cc1F	?	3.0%	?
Cc1ccccc1CNC(=O)c1ccccc1C	?	0.7%	2.1%
COc1ccc(C2c3c(-c4ccccc4O)n[nH]c3C(=O)N2CCc2ccccc2)cc1 (centres undefined)	16.4µM*	2.5%	?
CCOC(=O)c1c(NC(=O)c2cc(-c3cccc(Cl)c3)on2)sc(C)c1C	-8.0%	-2.7%	1.6%
CCOC(=O)c1ccccc1NC(=O)c1c2c(nc3ccccc13)C(=O)N(C1CCCCC1)C2	-16.9%	4.5%	-14.9%
CCOc1ccc(NC(=O)CC2C(=O)N(c3ccc(OC)c(Cl)c3)C(=S)N2C2CC2)cc1 (centres undefined)	?	1.3%	7.3%
Cc1ccc(C)c(NC(=S)NCCc2ccc(F)cc2)c1	?	2.7%	?
O=C(O)CCCCCNS(=O)(=O)c1c(Cl)cccc1Cl	1.9%	2.1%	-10.3%
COc1ccc(C(OCC(O)CNC(C)c2ccccc2)c2ccc(OC)cc2)cc1 (centres undefined)	23.1µM*	4.8%	?
CCc1ccc(CNC(=O)CCCn2ccc3cc(S(=O)(=O)N4CCCC4)ccc32)cc1	4.11µM*	2.8%	4.61µM*
O=c1c(Cl)c(Cl)cnn1Cc1ccc(F)cc1	13µM*	5.1%	-112.4%
O=C(Nc1ccc2oc(-c3cc(Br)ccc3Cl)nc2c1)c1cc2ccccc2o1	10.3µM*	3.2%	16.4µM*
Clc1ccc(-c2nc(C3CCCCC3)no2)cc1	9.3%	3.6%	6.6%
Cc1ccc(Cl)cc1N1CCN(C(=O)C2(S(=O)(=O)c3ccc(Cl)cc3)CC2)CC1	?	-2.3%	?
O=C(c1ccc(NS(=O)(=O)c2cccc(C(F)(F)F)c2)cc1)N1CCCC1	7.5%	1.3%	17.3%
Cc1cccc(NC(=O)c2nc[nH]c2C(=O)NCCCNC(=O)c2[nH]cnc2C(=O)Nc2cccc(C)c2)c1	?	-6.2%	-2.2%
Cc1cc(OCCCCN2C(=O)NC(C)(C)C2=O)cc(C)c1Cl	-23.2%	-2.2%	?
O=C(Nc1ccc(Cc2ccncc2)cc1)c1cc([N+](=O)[O-])ccc1N1CCOCC1	?	6.2%	?
COc1ccc(-c2nn(-c3ccccc3)cc2CNC[C@H]2O[C@@H](n3ccc(=O)[nH]c3=O)[C@H](O)[C@@H]2O)cc1	?	.	-4.1%
O=C(Nc1nonc1-c1ccc(Cl)cc1)c1ccccc1	?	1.1%	-3.1%
CC(C)NC(=O)c1cc(C2CCCCN2C(=O)OCCF)on1 (centres undefined)	6.0%	.	-1.5%
COc1ccc(-c2noc(-c3ccccc3C(=O)NCc3ccco3)n2)cc1OC	14.6µM*	7.8%	?
O=C(COC(=O)COc1ccccc1)NCc1ccco1	-19.3%	0.3%	5.3%
CSCc1ccc(C(=O)N2CCCC(Nc3ccc(F)cc3)C2)o1 (centres undefined)	-17.0%	8.7%	-20.7%
COC(=O)c1nc(-n2nc(C)cc2C)ccc1Cl	0.0%	2.3%	-11.9%
COc1ccc(NC(=O)CCN2CCN(S(=O)(=O)c3ccc(Br)cc3)CC2)cc1	?	3.8%	?
Cc1ccc(NC(=O)C(Cc2ccccc2)n2cccc2)cc1C (centres undefined)	16.4µM*	2.0%	11.6µM*
COC(=O)CN(C#N)c1nc(SC)nc(N(C)C)n1	-2.5%	8.7%	-1.1%
CSc1ccc(Cn2c(C)c(C(=O)NCc3cccs3)sc2=O)cc1	23.1µM*	.	?
Cc1ccc(S(=O)(=O)CCC(=O)OC2CC(C)OC2=O)cc1 (centres undefined)	-15.3%	-0.3%	20.3%
CCOc1ccc(NCc2cc3c(C(C)(C)C)nn(-c4ccccc4)c3[nH]c2=O)cc1	?	11.7%	?
Cn1nc(-c2ccc(OCC(=O)Nc3ccc(Cl)cc3)cc2)c2ccccc2c1=O	20.6µM*	.	?
COc1cc2c(cc1OC)C(COc1ccc3c(C)cc(=O)oc3c1)N(C(=O)c1ccccc1F)CC2 (centres undefined)	20.6µM*	2.9%	?
Cc1ccc(CCNC(=O)CCSCc2ccc(Cl)cc2)cc1	-29.3%&-27.1%	2.6%&1.4%	-15.6%&-6.6%
CC1CC(C)CN(C(=O)CSc2ncnc3sccc23)C1 (centres undefined)	-13.6%	0.8%	-12.3%
Cc1ccc(-c2cc(C(F)(F)F)n3nc(C(=O)Nc4ccc(Cl)c(C(F)(F)F)c4)cc3n2)cc1	-0.3%	3.2%	-8.1%
O=C(c1cc(C(F)(F)F)cc(C(F)(F)F)c1)N1CCC[C@@]2(CCN(Cc3ccccc3)C2)C1	?	.	?
CCN1CCN(C(=O)C2CCC(CNS(=O)(=O)c3ccc(NC(C)=O)cc3)CC2)CC1 (centres undefined)	-16.4%	0.3%	-4.3%
Cc1ccc(S(=O)(=O)N(C)C[C@H]2Oc3ccc(NC(=O)Nc4c(C)noc4C)cc3CC(=O)N([C@@H](C)CO)C[C@@H]2C)cc1	6.7%	1.4%	-21.3%
CNc1nc(Oc2cccc(F)c2)c2sccc2n1	-25.9%	.	-23.7%
Following part:
SMILES	TDP1 cell noCPT	TDP1 inh	DT40 TDP1 CPT
CCOC(=O)CCn1c2nc(C)cc(C)c2c(=O)n1-c1ccccc1	2.5%	1.8%	-24.7%
CCCCNC(=O)c1ccccc1NC(=O)CCSc1ccccc1	?	0.0%	?
CCOc1ccc(NS(=O)(=O)c2ccc(C(=O)N3CCCCCC3)cc2)cc1	18.4µM*	.	14.6µM*
O=C(CSc1nnc(C23CC4CC(CC(C4)C2)C3)o1)Nc1ccc(N2CCOCC2)c(Cl)c1	17.8µM*	0.0%	?
COc1cccc(CNC(=O)COC(=O)c2cc([N+](=O)[O-])ccc2N2CCCC2)c1	23.1µM*	2.7%	16.4µM*
Cc1ccn2c(CNCCn3nc(C)cc3C)c(C(=O)N3CCCCCC3)nc2c1	8.8%	1.2%	-12.4%
COc1ccccc1CNc1nc(Nc2ccc(C)cc2C)c2sccc2n1	7.31µM*	.	14.6µM*
O=C(O)CCC(=O)N1CCc2cc(S(=O)(=O)NC3CCCc4ccccc43)ccc21 (centres undefined)	-6.1%	5.2%	-5.0%
O=C(Nc1cccc(Cl)c1)N1CCc2ccccc2C1	?	.	?
CCOc1ccccc1CN1[C@@H](c2ccc(OC)cc2)CC(C(=O)OC)(C(=O)OC)[C@H]1c1ccccc1	14.6µM*	.	?
CS(=O)(=O)c1cccc(C(=O)Oc2ccccc2)c1	-39.3%	4.2%	-11.1%
COc1ccc(S(=O)(=O)N2CCCCC2)cc1NC(=O)c1ccc2c(c1)OCO2	14.6µM*	3.0%	?
O=C(COc1ccccc1F)NNC(=O)Cc1ccc(S(=O)(=O)N2CCOCC2)s1	-24.8%	1.7%	6.2%
Cc1cccc(N2CCN(C(=O)CCn3c(=S)[nH]c4cc5c(cc4c3=O)OCO5)CC2C)c1 (centres undefined)	23.1µM*	5.2%	16.4µM*
CC(=O)Nc1ccc(C(=O)NC(C)c2ccc(-n3ccnc3)cc2)cc1 (centres undefined)	9.2%	4.5%	0.5%
Cc1ccc(NC(=S)N2CCC(c3nc4ccccc4s3)CC2)cc1C	?	6.2%	?
CN(C)C(CNC(=O)c1ccc(NS(=O)(=O)c2ccc(F)cc2)cc1)c1ccco1 (centres undefined)	-23.9%	-5.0%	3.0%

A different layout for three compounds above.
SMILES,TDP1 cell noCPT,TDP1 inh,DT40 TDP1 CPT
CC(=O)Nc1ccc(C(=O)NC(C)c2ccc(-n3ccnc3)cc2)cc1 (centres undefined),9.2%,4.5%,0.5%
Cc1ccc(NC(=S)N2CCC(c3nc4ccccc4s3)CC2)cc1C,?,6.2%,?
CN(C)C(CNC(=O)c1ccc(NS(=O)(=O)c2ccc(F)cc2)cc1)c1ccco1 (centres undefined),-23.9%,-5.0%,3.0%

Screening results from PubChem.
